Compound activity as filed in PubChem BioAssay.
L3MBTL1 block = qHTS Assay for the Inhibitors of L3MBTL1 | Potency, µM (top dose mostly 57.1 µM), for inactives: at the highest dose activity, negative = inhibition, actives largely listed as inhibitors | AlphaScreen L3MBTL1–H3K9me1 peptide binding | hit rate 0.66% among 230,000 | Lethal(3)malignant brain tumor-like protein 1 (Homo sapiens), Q9Y468; also: % is scaled to controls: 0 for no effect and ±100 for the full control effect; nearly all actives have a fitted effect of over 60% in size
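Read-out is AlphaScreen signal from streptavidin donor and nickel chelate acceptor beads (10 ug/mL final each) bridging L3MBTL1 (50 nM) and biotinylated K9-monomethylated H3(1-15) peptide (75 nM), after 30 min compound exposure at room temperature.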
ALDH1A1 block = qHTS Assay for Inhibitors of Aldehyde Dehydrogenase 1 (ALDH1A1); hit rate 7.3% among 220,000; Purified ALDH1A1, NADH fluorescence, propionaldehyde substrate; Aldehyde dehydrogenase 1A1 (Homo sapiens), P00352; Potency, µM (doses to about 75.3 µM), inactives show top-dose activity, negative = inhibition, usual class: inhibitors; active = well fitted inhibition curve with a large enough effect, not every such curve was filed as active; inconclusive = small, poorly fitted or top-dose-only effect, or another doubt; inactive = no such curve, though single readings can be large or run the other way;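 also: plate controls were no enzyme wells and a reference inhibitor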
Target sequence (P00352 whole entry, looked up): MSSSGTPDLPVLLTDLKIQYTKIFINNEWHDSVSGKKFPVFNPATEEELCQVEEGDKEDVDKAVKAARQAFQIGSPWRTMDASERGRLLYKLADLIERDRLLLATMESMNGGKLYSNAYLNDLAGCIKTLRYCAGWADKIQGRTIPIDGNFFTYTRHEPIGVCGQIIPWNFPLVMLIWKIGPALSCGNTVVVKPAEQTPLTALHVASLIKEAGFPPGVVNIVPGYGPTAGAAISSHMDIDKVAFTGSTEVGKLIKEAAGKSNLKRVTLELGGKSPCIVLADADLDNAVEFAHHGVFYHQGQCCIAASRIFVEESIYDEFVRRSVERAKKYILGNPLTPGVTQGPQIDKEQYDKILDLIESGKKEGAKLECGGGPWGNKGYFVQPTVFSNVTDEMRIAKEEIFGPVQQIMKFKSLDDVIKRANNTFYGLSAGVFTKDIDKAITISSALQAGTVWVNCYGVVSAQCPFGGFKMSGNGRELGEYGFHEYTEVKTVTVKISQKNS
RECQ1 helicase = qHTS Assay for Inhibitors of RecQ-Like Dna Helicase 1 (RECQ1) | ATP-dependent DNA helicase Q1 (Homo sapiens), P46063 | Potency, µM (highest dose often 57.3 µM), for the others: at the highest dose activity, negative = inhibition, most hits filed as inhibitors | RECQ1 DNA unwinding, red fluorescence kinetic read | hit rate 0.54% among 240,000;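 also: plate controls were vehicle for no effect and no enzyme for full effect; nearly all actives have a fitted effect of over 30% in size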
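RECQ1T1 50 nM; forked duplex (20 bp + 30-nt ss tails) 200 nM, ATP 2 mM final; pH 8.0, 2 mM MgCl2, 2.5 ug/ml poly(dI-dC); 15 min compound preincubation; discontinuous kinetic read over 2 h at RT.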
LMNA splice mod = qHTS Assay for Modulators of Lamin A Splicing; HeLa LMNA splicing GFP/RFP minigene ratio, 48 h; Potency, µM (series often up to 46.1 µM), for inactives: at the top dose ratio change, negative = inhibition, actives largely listed as inhibitors; hit rate 0.01% among 200,000; active = well fitted inhibition curve with a large enough effect in the signal ratio, with a control signal flat, not every such curve was filed as active; inconclusive = small, poorly fitted or top-dose-only effect, or effect the other way, or a change in a side signal; the % refers to the signal ratio; also: % is scaled to controls: 0 for no effect and ±100 for the full control effect
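S3 HeLa cells stably expressing lamin A-EGFP splicing minigene plus DsRed2, 600 cells/well, 48 h compound exposure at 37C. Laser-scanning cytometry; analysed as GFP (500-530 nm)/RFP (575-640 nm) total intensity ratio; 0.5% DMSO vehicle.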
SMN2 splice up = qHTS Assay for Enhancers of SMN2 Splice Variant Expression; HEK293 SMN2-luciferase splicing reporter, luminescence, 30-36 h; Potency, µM (top dose mostly 46.1 µM), without a hit: top-dose activity change, positive = activation, actives largely listed as activators; hit rate 2.8% among 210,000; also: % of control where 0% means no effect; nearly all actives have a fitted effect of over 55% in size
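HEK293 cells carry an SMN2 minigene-luciferase reporter in which exon 7 inclusion puts luciferase in frame. Cells were seeded at 2000 cells/well, attached for 10-12 hours, then exposed to compounds for 30-36 hours at 37C before ONE-Glo luminescence.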
KDM4E inh = qHTS Assay for Inhibitors of Human Jumonji Domain Containing 2E (JMJD2E) | Lysine-specific demethylase 4E (Homo sapiens), B2RXH2 | JMJD2E catalytic domain, FDH-coupled NADH fluorescence (FDH is formaldehyde dehydrogenase) | Potency, µM (highest dose often 57.1 µM), for the others: top-dose activity change, negative = inhibition, actives largely listed as inhibitors | hit rate 1.6% among 230,000; active = well fitted inhibition curve with a large enough effect, not every such curve was filed as active; inconclusive = small, poorly fitted or top-dose-only effect, or another doubt; inactive = no such curve, though single readings can be large or run the other way;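 also: 0% = wells with enzyme and -100% = buffer wells without enzyme; nearly all actives have a fitted effect of over 50% in size; many of its hits are not listed in these tables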
Target sequence (B2RXH2 1-337 limits assumed): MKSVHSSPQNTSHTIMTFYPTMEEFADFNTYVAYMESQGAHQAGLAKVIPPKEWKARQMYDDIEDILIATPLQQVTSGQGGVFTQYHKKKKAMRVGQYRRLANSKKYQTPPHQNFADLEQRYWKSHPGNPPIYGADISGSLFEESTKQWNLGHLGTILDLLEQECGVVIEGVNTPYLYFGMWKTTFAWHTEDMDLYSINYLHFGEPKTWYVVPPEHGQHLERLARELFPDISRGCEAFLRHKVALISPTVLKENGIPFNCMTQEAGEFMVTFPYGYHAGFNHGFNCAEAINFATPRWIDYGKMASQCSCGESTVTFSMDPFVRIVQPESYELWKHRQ
Tau fibril ThT = qHTS for Inhibitors of Tau Fibril Formation, Thioflavin T Binding. Microtubule-associated protein tau (Homo sapiens), P10636. recombinant tau K18 P301L (four-repeat tau fragment), heparin-induced fibrillization, ThT fluorescence. Potency, µM (highest dose often 57.4 µM), for the others: at the top dose activity, negative = inhibition, usual class: inhibitors. hit rate 2.1% among 270,000. AID 1460, 2008; also: % is scaled to controls: 0 for no effect and ±100 for the full control effect; nearly all actives have a fitted effect of over 55% in size
Target sequence (P10636 561-689 P618L limits assumed): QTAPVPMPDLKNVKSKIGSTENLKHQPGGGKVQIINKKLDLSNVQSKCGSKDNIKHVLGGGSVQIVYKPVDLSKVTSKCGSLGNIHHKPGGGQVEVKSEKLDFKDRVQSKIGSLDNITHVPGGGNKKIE
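In this qHTS, human K18 P301L tau is incubated with compound and heparin for 6 hr at 37 C, and Thioflavin T fluorescence then reports fibril load.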
Luc counter = Counterscreen for Luciferase (Kinase-Glo TM) Inhibition | Luciferin 4-monooxygenase (Photuris pensylvanica), Q27757 | Kinase-Glo luciferase, ATP luminescence, 8 min | Potency, µM (series often up to 38.3 µM), without a hit: at the highest dose activity change, negative = inhibition, actives largely listed as inhibitors | hit rate 0.28% among 200,000 | AID 1379, 2008; also: % is scaled to controls: 0 for no effect and ±100 for the full control effect; nearly all actives have a fitted effect of over 60% in size
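Compounds were added to a substrate mix at pH 7.2 (50 mM imidazole, 10 uM ATP, within the enzyme's linear range), followed by Kinase-Glo detection reagent; luminescence was measured after 8 minutes at ambient temperature.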
* hit, by the source's call; i = inactive; ? = inconclusive; · = not tested or not shown; [ ] = remark or other dose. Unless noted, calls follow the shape of the dose curve; as a rule, active = well fitted curve in the direction sought with a large enough effect; inconclusive = small, poorly fitted or top-dose-only effect, or another doubt; inactive = no such curve, though single readings can be large; an effect the other way counts as inactive or inconclusive. Potency is read from the fitted curve at half-maximal effect. These rows are one share of the data; count on the stated rates, not on these rows.

SMILES	L3MBTL1 block	ALDH1A1 block	RECQ1 helicase	LMNA splice mod	SMN2 splice up	KDM4E inh	Tau fibril ThT	Luc counter
COc1ccc(-c2oc3cc(OC)c(O)c(OC)c3c(=O)c2OC)cc1O	-13%	0%	-14%	·	·	-15%	?	·
CCOC(=O)c1c(C)n(-c2ccccc2)c2ccc(O)c(CN(C)C)c12	·	-4%	-1%	·	·	-10%	-8%	·
CCC(C(=O)OCC(=O)Nc1cccc(S(=O)(=O)NC2=NCCCCC2)c1)c1ccccc1 (stereo not given)	?	?	2%	?	-24%	-6%	6%	0%
N#CC(C#N)=C1C=C2C=C(N3CCCCC3)CCC2CC1 (stereo not given)	-9%	-10%	28µM*	?	-6%	-29%	?	-1%
C=CCn1c(NC(=O)c2ccccc2Cl)c(C#N)c2nc3ccccc3nc21	?	?	?	?	-10%	?	?	2%
CC(C)c1cc(C(=O)N/N=C/C=C/c2ccccc2)n[nH]1	-1%	5%	-10%	-18%	3%	-2%	?	3%
CCOCC(=O)Nc1nc2ccc(C)cc2s1	?	13µM*	i	-12%	10µM*	-2%	-5%	-8%
O=C(NS(=O)(=O)c1ccc(F)cc1)O[C@@H]1C(=O)c2cc(Br)ccc2O[C@H]1c1ccc2c(c1)OCO2	·	?	-4%	·	28%	3%	?	0%
Cn1nnnc1SCC(=O)Nc1nc(-c2ccccc2)c(-c2ccccc2)o1	8%	?	1%	-15%	?	?	-8%	-2%
COc1cc(OC)cc(C(=O)NCC(=O)OCc2cc(=O)oc3cc(OC)ccc23)c1	-2%	?	0%	·	·	?	1%	·
Cn1c(SCC(=O)N2CCCC2)nnc1-c1cnccn1	-2%	-3%	13%	·	4%	?	3%	-6%
Cc1cc(C)c2c(N)c(C(=O)N3CCCCCC3)sc2n1	·	?	i	-8%	8%	?	-8%	-4%
COc1ccc(CNC(=O)c2sc3nc4c(c(C(F)(F)F)c3c2N)CCC4)cc1	16%	-15%	-7%	?	-7%	3%	?	3%
Cc1nnc(SCc2cccc3ccccc23)s1	28%	1%	-9%	1%[46 µM]	·	1%	-1%	·
NC(=O)CSc1nnc(-c2ccc([N+](=O)[O-])cc2)o1	7%	0%	i	8%[46 µM]	-3%	-6%	-10%	-2%
Cc1cc(/C=C(/C#N)c2nc3ccccc3[nH]2)c(C)n1-c1cccc([N+](=O)[O-])c1	·	?	-10%	-2%	-17%	?	?	-5%
Cc1cccc(Nc2c(F)c(F)c(F)c(F)c2C(=O)O)c1	·	4%	-10%	·	-9%	6%	-9%	2%
N#CCc1nc2ccc(S(=O)(=O)N3CCOCC3)cc2s1	-14%	·	-15%	·	·	4%	?	·
COC(=O)C1=C(C)N(c2cccc(OC)c2)C(=O)/C1=C\c1ccco1	?	-7%	-10%	?	5%	-6%	?	-3%
Cc1ccc(C)c(N2CCN(C(=O)Cc3cn(C)c4ccccc34)CC2)c1	-16%	-9%	i	?	-7%	-1%	?	10%
Cc1cc2cc(CNC(=O)c3ccc(S(=O)(=O)N4CCOCC4)cc3)ccc2n1C	-3%	25µM*	-12%	-7%	-15%	-23%	?	0%
COC(=O)[C@@H]1C[C@H]1[C@@H](NC(=O)Oc1ccc(F)cc1)c1ccccc1	·	7.9µM*	-9%	·	-12%	4%	?	0%
COc1ccc(C(CNC(=O)c2ccc(-n3cnnn3)cc2)N2CCOCC2)cc1 (stereo not given)	-2%	7%	-9%	5%	12%	-1%	-4%	-3%
O=C(Nc1ccccc1)Oc1ccccc1N1CCOCC1	6%	?	i	·	·	5%	-7%	·
O=C(Cn1cnc2ccccc21)N/N=C/c1cccc([N+](=O)[O-])c1	8%	-9%	i	-4%[46 µM]	6%	11%	-5%	2%
COc1ccc(C(=O)O)cc1S(=O)(=O)N(C)CCc1ccccn1	0%	·	-8%	·	·	5%	-4%	·
COCC(C)NC(=O)c1noc2c1CCc1cc(OC)ccc1-2 (stereo not given)	2%	-10%	i	1%	10µM*	-12%	-13%	-5%
CC(=O)N(c1ccc2oc(=O)sc2c1)S(=O)(=O)c1ccccc1	0%	-4%	i	?	-11%	-3%	?	3%
Cn1cc(CNCc2ccc(-n3cccn3)cc2)c(-c2ccccc2F)n1	-3%	13%	i	?	-36%[inhibitor]	?	-6%	3%
Cc1ccc(CCNC(=O)C2CC(c3ccccc3[N+](=O)[O-])=NO2)cc1 (stereo not given)	-9%	?	13%	21%	-6%	-7%	-7%	0%
Cc1cccc(C)c1NC(=O)C1(C)c2cccc[n+]2CC(=O)N1Cc1cccs1 (stereo not given)	-23%	15%	34%[activator]	·	-26%	2%	2%	-2%
O=S1(=O)CCC(NC(=S)Nc2ccccc2)C1 (stereo not given)	3%	·	-9%	·	·	6%	-5%	·
CCCn1nnnc1SCC(=O)NCc1cccs1	10%	5%	-11%	3%	-5%	-7%	-10%	0%
CCOc1ccc(-c2ncncc2-c2ccc(OC)cc2)c(O)c1	-8%	13%	-3%	?	·	-10%	-13%	·
Cc1cc(-c2sccc2Br)nc(-n2cccc2)n1	25%	3%	i	12%[46 µM]	7%	-2%	?	1%
CC(Cl)C(=O)Nc1ccccc1C#N (stereo not given)	?	14%	-7%	-5%	17%	4%	2%	-1%
C=CCNC(=S)N1CCC(C(=O)c2ccc(OC)cc2)CC1	3%	-6%	-4%	7%[0.0737 µM]	-12%	-7%	-7%	-2%
COc1ccccc1NC(=S)NC(=O)CCCOc1ccc(Cl)cc1Cl	·	11µM*	-10%	10%	-12%	-1%	-18%	6%
COc1ccccc1C1C(C(=O)c2cc3ccccc3o2)=C(O)C(=O)N1CCN(C)C (stereo not given)	·	20µM*	-4%	4%	38%	?	-14%	-7%
O=C(c1ccco1)[C@@H]1[C@@H]2C(=O)N(c3ccc(Br)cc3)C(=O)[C@@H]2C2c3ccccc3C=CN21 (stereo not given in full)	-12%	11µM*	-8%	10%	6%	-5%	20µM*	0%

Sorted by SMILES length (lowest first): some entries from above.
SMILES	L3MBTL1 block	ALDH1A1 block	RECQ1 helicase	LMNA splice mod	SMN2 splice up	KDM4E inh	Tau fibril ThT	Luc counter
CC(Cl)C(=O)Nc1ccccc1C#N (stereo not given)	?	14%	-7%	-5%	17%	4%	2%	-1%
CCOCC(=O)Nc1nc2ccc(C)cc2s1	?	13µM*	i	-12%	10µM*	-2%	-5%	-8%
Cc1cc(-c2sccc2Br)nc(-n2cccc2)n1	25%	3%	i	12%[46 µM]	7%	-2%	?	1%
Cc1cc(C)c2c(N)c(C(=O)N3CCCCCC3)sc2n1	·	?	i	-8%	8%	?	-8%	-4%
COc1ccccc1NC(=S)NC(=O)CCCOc1ccc(Cl)cc1Cl	·	11µM*	-10%	10%	-12%	-1%	-18%	6%
CC(=O)N(c1ccc2oc(=O)sc2c1)S(=O)(=O)c1ccccc1	0%	-4%	i	?	-11%	-3%	?	3%
Cn1nnnc1SCC(=O)Nc1nc(-c2ccccc2)c(-c2ccccc2)o1	8%	?	1%	-15%	?	?	-8%	-2%
Cc1ccc(C)c(N2CCN(C(=O)Cc3cn(C)c4ccccc34)CC2)c1	-16%	-9%	i	?	-7%	-1%	?	10%
O=C(Cn1cnc2ccccc21)N/N=C/c1cccc([N+](=O)[O-])c1	8%	-9%	i	-4%[46 µM]	6%	11%	-5%	2%
COc1cc(OC)cc(C(=O)NCC(=O)OCc2cc(=O)oc3cc(OC)ccc23)c1	-2%	?	0%	·	·	?	1%	·
O=C(c1ccco1)[C@@H]1[C@@H]2C(=O)N(c3ccc(Br)cc3)C(=O)[C@@H]2C2c3ccccc3C=CN21 (stereo not given in full)	-12%	11µM*	-8%	10%	6%	-5%	20µM*	0%

(continued)
SMILES	L3MBTL1 block	ALDH1A1 block	RECQ1 helicase	LMNA splice mod	SMN2 splice up	KDM4E inh	Tau fibril ThT	Luc counter
COc1ccccc1C(=O)Nc1cccc(SC)c1	3%	-6%	-8%	-12%	21%	4%	?	0%
Cn1c(=O)n(CCc2ccccc2)c(=O)c2c1nc1n2CCN1Cc1ccco1	-7%	?	10%	-14%	2%	-1%	?	-3%
CC(C)CN1CCN(Cc2ccc(Oc3ncccn3)cc2)CC1CCO (stereo not given)	8%	·	7%	·	·	1%	-3%	·
CCC1CCCCN1CCCNC(=O)Cn1nc(-c2ccc(C)cc2)ccc1=O (stereo not given)	8%	4%	-5%	2%	-4%	?	-3%	6%
O=C(c1cnccn1)N1CCC2(CC1)CCN(c1ccncc1)CC2	·	10%	6%	·	-18%	·	·	-5%
CN(Cc1ccccc1)C(=O)CN1C(=O)C2C3C=CC(C3)C2C1=O (stereo not given)	-11%	-4%	-4%	-14%	0%	2%	-1%	-1%
CSc1cccc(NC(=O)c2ccccn2)c1	·	-3%	10%	17%[46 µM]	?	3%	-10%	-11%
CC(C)(C)N=C1NN=C(c2ccc(Cl)cc2)CS1	-18%	·	9%	·	·	-8%	-17%	·
CC(/C=C1\SC(=S)N(C(C(=O)O)c2ccccc2)C1=O)=C\c1ccccc1 (stereo not given)	-4%	·	-16%	·	·	-1%	32µM*	·
Cc1cc(-c2onc(C)c2C(N)=O)no1	11%	10%	6%	·	·	-2%	-7%	·
COc1ccc(C(=O)N2CCN(c3cccc(Cl)c3)CC2)cc1	9%	4%	-9%	-7%	22%	11%	-14%	4%
